# Source: PubChem BioAssay (NCI)
# NCI-60 one-dose screen, 48 h, at 10 µM unless noted. Numbers give growth in % (100 = growth as untreated, 0 = no growth, -100 = all killed).
# NCI-H322M = NCI-H322M lung cancer | 80,000 tested, 2.7% active
# NCI-H226 = NCI-H226 lung cancer; AID 1794732; 79,000 tested, 3.5% active
# HT29 = HT29 colon cancer; 81,000 tested, 7.4% active
# NCI-H460 = NCI-H460 lung cancer; 82,000 tested, 6.8% active
# RXF 393 = RXF 393 renal cancer cells | AID 1794773 | 77,000 tested, 6.9% active
# NCI-H522 = NCI-H522 lung cancer; 78,000 tested, 8% active; AID 1794739
# NCI-H23 = NCI-H23 lung cancer. 80,000 tested, 4% active
# A498 = A498 renal cancer cells; 76,000 tested, 5.4% active; AID 1794774
# COLO 205 = COLO 205 colon cancer | 79,000 tested, 7.3% active | AID 1794742
# An asterisk follows results filed as active; · = not tested or not shown; & = joins results of further samples. Rule for the calls: active = growth percent below 10; inactive = the rest. Random draw from the library, and some 12% of all compounds hit somewhere here.
SMILES,NCI-H322M,NCI-H226,HT29,NCI-H460,RXF 393,NCI-H522,NCI-H23,A498,COLO 205
CC(=O)N1c2c(C(N)=O)cnn2CC1c1ccccc1 (stereo unspecified),73,103,93,110,109,88,105,113,125
COc1ccc(C2=CC(c3ccc(C)cc3Br)N3C(C)=CSC3=N2)cc1 (stereo unspecified),92,99,92,103,100,84,101,102,114
Cn1cnc2c(cnn2C)c1=N,108,102,102,108,118,·,104,·,96
COc1ccccc1NC(=O)C(N=Nc1ccc(-c2nc3ccc(C)c(S(=O)(=O)O)c3s2)cc1S(=O)(=O)O)C(C)=O (stereo unspecified),187,87,115,111,107,85,99,120,107
COc1cc2oc(-c3cccc(NC(=O)c4ccccc4)c3)cc(=O)c2c(OC)c1OC,84,81,77,79,74,49,73,59,84
COc1cc(C)cc2c1C(C)(C)CCC2(C)C,96,104,96,111,118,90,98,103,110
COc1ccc2[nH]cc(/C=N/Nc3nc4ccccc4s3)c2c1,79,76,60,32,61,28,68,63,80
Cc1cc(O)c(C(C)C)cc1N=C1C=CCc2ccccc21,98,94,96,111,104,83,94,91,112
CNC(=O)c1[nH]cc(-c2ccccc2)c1-c1cc(OC)c2c(c1OC)OCO2,103,95,91,108,94,88,104,95,102
COC(=O)c1c2c(c[n+]([O-])c1C)C(=O)C=C(NCc1ccccc1)C2=O,-100*,-91*,0.4*,-80*,-94*,-58*,-39*,-99*,-74*
CCCCC(=O)N1C(C)CCC1C (stereo unspecified),110,102,99,102,113,116,93,·,109
O=[N+]([O-])c1cccc(S(=O)(=O)OCn2ncc3ccc([N+](=O)[O-])cc32)c1,101,81,112,106,90,101,102,53,112
Clc1ccccc1Cc1cn2cc(-c3ccccc3)nc2s1,77,95,64,75,141,89,·,86,87
CCOc1cc(/C=N\NC(=O)N/N=C/c2ccc(O)c(OCC)c2)ccc1O,51,55,28,12,25,-19*,33,73,43
CCOC(=O)c1ccc(NCC(=O)Nc2ccccn2)cc1,101,84,113,107,110,109,102,103,117
CC1CCC(O)C(C)C1 (stereo unspecified),94,106,105,103,107,96,107,90,104
CSc1nc(N)c(C(=O)Nc2ccc([N+](=O)[O-])cc2)s1,104,107,88,103,·,50,87,83,·
Cc1nnc(N2CCN(c3ccccc3F)CC2)c2ccccc12,121,90,90,101,100,89,101,65,120
c1ccc2c(c1)Nc1cc3ccccc3cc1O2,112,92,·,99,103,108,93,103,87
N#CCCCCCn1cc(C2=C(c3cn(CCCCCC#N)c4ccccc34)C(=O)NC2=O)c2ccccc21,103,80,84,87,62,89,97,54,74
CC(=O)OCC(=O)[C@@]1(O)CC[C@H]2[C@@H]3C[C@H](F)C4=CC(=O)CC[C@]4(C)[C@H]3C(=O)C[C@@]21C,107,101,107,112,122,·,104,108,106
Oc1[nH]c2ccccc2c1N=NC(=S)N=Nc1c(O)[nH]c2ccccc12,110,·,113,105,110,93,102,·,·
CCN(CC)CCN1C(=O)c2c(c3c4cc(Br)ccc4[nH]c3c3ccc4ccccc4c23)C1=O,-92*,61,-70*,-66*,-77*,-42*,-82*,58,-3.8*
CCOC(=O)C/C(=N\Nc1cc(=O)[nH]c2ccc(Cl)cc12)C(=O)OCC,91,98,109,103,110,105,95,108,121
Cc1cc(=O)[nH]c(SCC(=O)Nc2nc(-c3ccccc3)cs2)n1,110,89,110,115,112,95,92,131,112
Cn1cc(-c2ccc(-c3cn(C)c4ncccc34)[nH]2)c2cccnc21,86,89,98,98,11,-77*,71,83,-24*
Cn1ccnc1C(=O)/C=C/c1ccc(NC(=O)c2ccc(Cl)cc2)cc1,87,91,85,63,·,71,68,86,112
Cc1ccc([N+](=O)[O-])cc1S(=O)(=O)O,103&88,103&105,103&85,102&110,110&105,102&66,102&90,92&128,107&110
O=[N+]([O-])c1ccc(OCCO)cc1,104,100,108,108,105,102,100,91,107
Cc1cc(=O)n(-c2nc3ccccc3[nH]2)[nH]1,91,·,103,94,·,28,103,79,110
CCOC(=O)C(C)(C)C(=O)O,145,104,116,103,133,95,95,104,106
CC(=O)CC(=O)NCCN(C)C,96,99,104,103,112,99,104,102,106
CCCSc1nc(Nc2ccc(C(C)=O)cc2)c(C#N)c(-c2ccccc2)n1,115,107,112,115,107,103,·,114,122
CCOC(=O)c1nn(-c2ccccc2)cc1/C=C1\SC(=S)N(CCC(=O)O)C1=O,93,97,115,102,107,90,97,68,118
O=C(CN1CCn2c(nnc2C(F)(F)F)C1)Nc1nc2ccc(O)cc2s1,98,87,99,101,98,·,89,·,113
CCOC(=O)c1cnc2c3c(noc13)CCC2,112,110,116,106,113,·,112,105,97
CS(=O)(=O)CC(=N\N)/C(CS(C)(=O)=O)=N/N,107,101,112,133,102,111,102,141,112
Nc1ncnc2c1ncn2C1CCCC(CO)O1 (stereo unspecified),108,106,101,113,122,115,118,·,117
Cc1ccc2[nH]c(O)c(N=Nc3nc(-c4ccc(Cl)cc4)c(C#N)c(=O)[nH]3)c2c1,105,97,110,102,109,92,102,·,114
COC(=O)c1ccc2oc(NC(=O)c3ccc(NCCc4ccccc4)c([N+](=O)[O-])c3)nc2c1,89,85,102,66,95,69,87,75,·
COc1ccc(-c2c[nH]c(C(=O)NCCO)c2-c2cc(OC)c3c(c2OC)OCO3)cc1,97,96,110,102,·,92,101,86,105
CC(=O)COc1ccc(/C=C2\CCCC3C2=NNC3c2ccc(OCC(C)=O)cc2)cc1 (stereo unspecified),98,107,107,103,107,93,·,77,112
CC(=O)N[C@H]1CC[C@H]2[C@@H]3CCC4=CC(=O)CC[C@]4(C)[C@H]3CC[C@]12C,106,98,103,112,98,·,95,60,129
Nc1cc2c3ccccc3ccc2c2ccccc12,84,95,98,49,84,82,79,63,104
COc1ccc2c(c1)C1(C(=O)N2)C(C#N)=C(c2ccccc2)Nc2c1c(-c1ccccc1)nn2-c1ccccc1 (stereo unspecified),60,101,43,-26*,64,86,51,50,60
N#Cc1c(N)sc(=S)c2c1CCCC2,123,104,·,115,118,102,101,113,111
Nc1nc(Nc2ccccc2SSc2ccccc2Nc2nc(N)nc(-c3ccc4ccccc4c3)n2)nc(-c2ccc3ccccc3c2)n1,92,59,102,61,80,·,50,94,106
CCC(=O)C(CCN(C)C)c1ccccn1 (stereo unspecified),103,114,100,107,128,91,96,107,125

# Exported with two lines to a compound: part of the list above
# Each structure is followed by: NCI-H322M | NCI-H226 | HT29 | NCI-H460 | RXF 393 | NCI-H522 | NCI-H23 | A498 | COLO 205
> Nc1nc(Nc2ccccc2SSc2ccccc2Nc2nc(N)nc(-c3ccc4ccccc4c3)n2)nc(-c2ccc3ccccc3c2)n1
  92 | 59 | 102 | 61 | 80 | · | 50 | 94 | 106
> CCC(=O)C(CCN(C)C)c1ccccn1 (stereo unspecified)
  103 | 114 | 100 | 107 | 128 | 91 | 96 | 107 | 125

# (further entries)
SMILES,NCI-H322M,NCI-H226,HT29,NCI-H460,RXF 393,NCI-H522,NCI-H23,A498,COLO 205
O=S(=O)(NCCCNc1nccc(-c2c(-c3cccc(F)c3)nc3occn23)n1)c1ccc(Cl)cc1,86,59,26,65,75,58,95,68,46
COc1ccc(-c2nn(-c3cccc(Cl)c3)cc2-c2c(C#N)c(N)n(N)c(=O)c2C#N)cc1,·,66,66,72,65,-46*,67,·,85
CC1=C(c2cc(-c3ccc(N(C)C)cc3)nc(=S)[nH]2)C(c2ccccc2)NC(=S)N1 (stereo unspecified),101,102,110,107,107,95,99,·,118
CC(C)(C)c1cc(C(C)(C)C)cc(S(=O)(=O)Nc2cccc(C(=O)NCCN)c2)c1,100,85,62,94,91,59,96,76,84
Cc1cc(=O)n(-c2ccccc2)n1C,125&117,110&98,106&97,103&113,115&107,83&95,103&96,114&110,114
CCC1(C)COC(c2ccc(OC)c(OC)c2)OC1 (stereo unspecified),135,·,111,103,101,102,103,91,116
COc1ccc(N=Nc2c(N)nn3c(-c4cc5cc(Br)ccc5oc4=O)ccnc23)cc1,30,-42*,33,3.1*,-42*,0.6*,-4.7*,36,36
COCC(=O)Nc1ccc(Cl)c(Cl)c1,·,114,99,109,121,81,·,86,103
Cc1nc2sc(C(=O)Nc3ccnc4ccccc34)c(N)c2cc1C(C)O (stereo unspecified),105,89,97,104,107,84,100,·,101
NC(c1ccccc1)S(=O)(=O)O (stereo unspecified),123,98,101,105,·,90,99,101,106
Nc1c(C(=O)Nc2ccccn2)sc2nc3c(cc12)C(O)CCC3 (stereo unspecified),36,58,12,14,4.6*,12,45,3.1*,24
Cc1ccc(OCC(O)CN2CCN(c3cccc(C)c3)CC2)cc1 (stereo unspecified),115,106,107,110,112,108,99,92,96

# Record cards (already shown). Order of screens: NCI-H322M | NCI-H226 | HT29 | NCI-H460 | RXF 393 | NCI-H522 | NCI-H23 | A498 | COLO 205
# Listed for `NC(c1ccccc1)S(=O)(=O)O` (stereo unspecified) : 123 | 98 | 101 | 105 | · | 90 | 99 | 101 | 106
# Listed for `O=S(=O)(NCCCNc1nccc(-c2c(-c3cccc(F)c3)nc3occn23)n1)c1ccc(Cl)cc1` : 86 | 59 | 26 | 65 | 75 | 58 | 95 | 68 | 46
# Listed for `Cc1ccc(OCC(O)CN2CCN(c3cccc(C)c3)CC2)cc1` (stereo unspecified) : 115 | 106 | 107 | 110 | 112 | 108 | 99 | 92 | 96
# Listed for `CC1=C(c2cc(-c3ccc(N(C)C)cc3)nc(=S)[nH]2)C(c2ccccc2)NC(=S)N1` (stereo unspecified) : 101 | 102 | 110 | 107 | 107 | 95 | 99 | · | 118

# Sorted by SMILES length (lowest first): part of the list above.
SMILES,NCI-H322M,NCI-H226,HT29,NCI-H460,RXF 393,NCI-H522,NCI-H23,A498,COLO 205
CCC1(C)COC(c2ccc(OC)c(OC)c2)OC1 (stereo unspecified),135,·,111,103,101,102,103,91,116
COc1ccc(N=Nc2c(N)nn3c(-c4cc5cc(Br)ccc5oc4=O)ccnc23)cc1,30,-42*,33,3.1*,-42*,0.6*,-4.7*,36,36
CC1=C(c2cc(-c3ccc(N(C)C)cc3)nc(=S)[nH]2)C(c2ccccc2)NC(=S)N1 (stereo unspecified),101,102,110,107,107,95,99,·,118

# (listing goes on)
SMILES,NCI-H322M,NCI-H226,HT29,NCI-H460,RXF 393,NCI-H522,NCI-H23,A498,COLO 205
Nc1cccc2cc(O)ccc12,81,102,104,103,·,124,93,114,102
C#CCSc1nnc(-c2ccncc2)o1,82,98,85,103,109,72,103,106,·
CC1CCCN1C1=Nn2c(nnc2-c2cc(C(F)(F)F)cc(C(F)(F)F)c2)SC1 (stereo unspecified),110,92,75,70,·,·,87,32,79
CCOC(=O)C1=C(C)NC(=O)NC1c1c(Cl)n(Cc2ccccc2)c2ccccc12 (stereo unspecified),85,92,91,91,85,59,84,72,118
COc1ccc(N2C(=O)NC(c3ccccc3)=CC2c2ccc(Cl)cc2)cc1 (stereo unspecified),109,82,100,92,85,106,82,104,98
CC1=NN(c2nc(-c3ccco3)c(C#N)c(=O)n2C)C(=O)C1N=Nc1c(C)n(C)n(-c2ccccc2)c1=O (stereo unspecified),128,109,113,111,122,114,95,118,111
CCc1csc(=S)[nH]1 (tested in a mixture with another compound),108,96,93,104,100,97,109,113,117
OC1Cc2ccccc2C1Nc1cccc(C(F)(F)F)c1 (stereo unspecified),101,92,102,113,145,97,103,103,109
O=c1cc[nH]c2c([N+](=O)[O-])ccc(NCCCN3CCN(CCCNc4ccc([N+](=O)[O-])c5[nH]ccc(=O)c45)CC3)c12,105,83,99,102,109,111,96,107,109
C[C@H]1C=C(Br)[C@]2(CCCO2)C12CCCCC2,93,98,105,105,89,96,96,101,104
